phage Ecoli inh = E. coli growth loss with phage present | 360,000 tested, 0.26% active | AID 651602 | inhibition, % at 11.9 µM | growth absorbance; in the data active means inhibition above about 11%
SR-BI HDL uptake = mouse SR-BI HDL lipid transfer inhibition. 320,000 tested, 0.96% active. ldlA[mSR-BI] CHO cells, DiI-HDL uptake fluorescence, 3 h. AID 488896. inhibition, % at 12.5 µM. Q61009;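 active means mean replicate inhibition of at least 70% and a set share of replicates each scoring 70 or more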;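 further: 0% = median of neutral control wells and 100% = median of positive control wells; values of inactives mirror those of a sister screen read the other way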
Target sequence (Q61009 whole entry, looked up): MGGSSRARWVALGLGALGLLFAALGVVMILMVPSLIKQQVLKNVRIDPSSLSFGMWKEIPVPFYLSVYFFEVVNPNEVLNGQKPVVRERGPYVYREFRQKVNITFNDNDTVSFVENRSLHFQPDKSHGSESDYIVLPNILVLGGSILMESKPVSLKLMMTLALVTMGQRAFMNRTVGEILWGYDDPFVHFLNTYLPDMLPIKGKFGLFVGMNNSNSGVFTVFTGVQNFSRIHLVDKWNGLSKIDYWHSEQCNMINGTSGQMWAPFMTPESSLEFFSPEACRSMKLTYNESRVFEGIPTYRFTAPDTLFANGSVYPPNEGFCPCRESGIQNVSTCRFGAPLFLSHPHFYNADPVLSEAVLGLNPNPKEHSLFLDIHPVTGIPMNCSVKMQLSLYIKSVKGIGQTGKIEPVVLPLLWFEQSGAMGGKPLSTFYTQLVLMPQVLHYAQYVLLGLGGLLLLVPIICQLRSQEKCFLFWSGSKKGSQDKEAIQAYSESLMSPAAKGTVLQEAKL
E coli growth = counter-screen for AddAB inhibitors: E. coli growth inhibition; E. coli V3065 growth, OD600 absorbance, 18 h; inhibition, % at 11.9 µM; 330,000 tested, 0.27% active; AID 449728;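 active means inhibition above the campaign's mean inhibition across all tested compounds plus 3 SD, cut at about 9.9% in these data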;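 further: uninfected addAB+ strain grown without phage in ampicillin broth; 0% = DMSO wells and 100% = ciprofloxacin 0.95 µg/ml wells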
Wnt act = activators of Wnt/beta-catenin signaling; Wnt/beta-catenin reporter cell assay, activator, plate reader; activation, % at 9.35 µM; 300,000 tested, 1.2% active; in the data active means activation above about 30%, passing the limit was not always enough;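 further: 0% = neutral control wells and 100% = positive control wells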
CAL PDZ FP-1 = inhibitors of human CAL PDZ peptide binding; Q9HD26; purified CAL PDZ, TMR-peptide fluorescence polarization, 1 h; AID 602252; 300,000 tested, 0.92% active; inhibition, % at 24.9 µM;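 active means mean inhibition of at least 30% with at least half of replicates also reaching 30%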;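 further: 0% = DMSO neutral control and 100% = excess unlabeled competitor peptide PRC23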
Tat transport = inhibitors of E. coli Tat protein transport; E. coli MC4100 TorA-mCherry Tat export, fluorescence; inhibition, % at 10 µM; 340,000 tested, 0.036% active; AID 488895;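 active means mean replicate inhibition at least 50% and at least half of replicates individually reaching 50%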;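 further: exported cargo escapes ClpAP degradation while cytoplasmic cargo is degraded and loses fluorescence; 0% = median of neutral control wells and 100% = median of NaSCN control wells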
CAL PDZ FP-2 = blocks peptide binding to human CAL PDZ domain; purified CAL PDZ, TMR-peptide fluorescence polarization, 1 h; inhibition, % at 20 µM; 330,000 tested, 0.02% active; AID 504414;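 active means highest replicate inhibition of at least 40%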;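 further: plate controls were DMSO neutral control wells for no effect and unlabeled competitor peptide control wells for full effect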
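Material: tagged CAL PDZ domain; buffer or medium: 25 mM sodium phosphate pH 7.4, 150 mM NaCl, TCEP, IgG, Thesit; compound dosing: single point, 20 µM; schedule: 1 h incubation at room temperature before polarization reading; measured by: FP readout, S and P plane fluorescence; read-out basis: percent inhibition from loss of millipolarization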
MITF TRPM1 HTS = MITF TRPM1 promoter activation in melanoma cells. SK-MEL-5 TRPM1-promoter luciferase, 24 h; % of positive control, neutral wells = 0. activation, % at 12.5 µM. 300,000 tested, 0.75% active;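 active means mean activation of at least 80% with every replicate also reaching 80%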;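 further: 0% = neutral control wells and 100% = parthenolide positive control wells; values of inactives mirror those of a sister screen read the other way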
AddAB inh = less growth of phage-infected E. coli with AddAB; E. coli expressing H. pylori AddAB, absorbance growth; inhibition, % at 11.9 µM; 330,000 tested, 0.29% active; AID 435030; in the data active means inhibition above about 12%;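 further: 0% = vehicle wells of infected cells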
SR-BI DiI-HDL act = activators of SR-BI mediated HDL lipid uptake; AID 504775; 320,000 tested, 0.096% active; activation, % at 12.5 µM; CHO ldlA[mSR-BI] cells, DiI-HDL uptake fluorescence, 3 h; 100 = double the neutral-control signal;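 active means mean replicate activation of at least 60% and every replicate at or above 60%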;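 further: 0% = median plate neutral-control signal and 100% = twice that signal; values of inactives mirror those of a sister screen read the other way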
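Material – SR-BI-overexpressing, LDLR-lacking CHO cells · Medium – BSA-supplemented, HEPES-buffered Ham's F12, pH 7.4 · Doses – single concentration · Times – compound with DiI-HDL co-incubation, 3 h at 37 °C · Measured by – bottom-read fluorescence, 550/595 nm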
Starred values were filed as active, the others as inactive; · = not tested or not shown.

SMILES	phage Ecoli inh	SR-BI HDL uptake	E coli growth	Wnt act	CAL PDZ FP-1	Tat transport	CAL PDZ FP-2	MITF TRPM1 HTS	AddAB inh	SR-BI DiI-HDL act
CN(C)C(=S)Nc1ccc(S(=O)(=O)N2CCCCC2)cc1	3.2	4	0.8	-2	0	-3	-0.8	-3	-1.4	-4
CC1(C)CC(=O)C(C=NCC2CCN(C(=O)Cc3ccccc3)CC2)=C(O)C1	2.1	-4	-1.7	-5	1	2	-0.6	1	6.0	4
Cc1nc2ccccc2n1Cc1ccccc1	3.7	-12	3.1	-2	-1	4	2.0	7	9.0	12
COCCNC(=S)NC(=O)CC12CC3CC(CC(C3)C1)C2	3.4	-1	0.3	-7	0	-9	-0.8	15	1.9	1
CCN(C(=O)COC(=O)/C=C/c1cnc2ccccc2n1)c1ccccc1	2.4	4	1.0	9	·	1	-0.1	-8	5.9	-4
O=C(Nc1ccc(-c2ccccc2)cc1)c1ccco1	0.8	-12	-2.0	-1	8	-8	0.2	-5	0.2	12
CCCCN1C(=O)C(C)=C(C)C1OCCc1ccc(OC)c(OC)c1 (stereo not drawn)	0.7	0	-2.3	0	-4	-12	1.0	-3	1.3	0
O=C(COC(=O)C1CC2C=CC1C2)Nc1ccc([N+](=O)[O-])cc1 (stereo not drawn)	1.4	29	1.4	8	4	-2	-0.5	9	-4.4	-29
COc1ccc(C(=O)COC(=O)c2nn(C)cc2Cl)cc1	2.0	·	0.1	23	-4	13	-2.3	47	2.1	·
CC(=O)Nc1c(-c2ccccc2)c2cc(Br)ccc2[nH]c1=O	2.1	-18	2.1	1	-8	4	-1.4	·	2.7	18
Cc1nc(CNS(=O)(=O)c2cccs2)cs1	4.4	-38	-1.6	-4	-2	-6	-2.6	-2	1.2	38
CC1=CC(=O)C=C(C)C1=NOc1ccccc1[N+](=O)[O-]	3.4	-8	0.9	·	3	4	-2.6	-10	4.3	8
CC(C)NC(=O)C(=O)NCc1ccccn1	0.6	7	1.1	-3	-3	-9	0.1	-3	-0.5	-7
N#Cc1c(-c2ccccc2)cc(-c2cccs2)nc1SCC(=O)O	2.3	-14	-2.4	1	-4	-8	-6.1	·	-1.4	14
CN(CC(=O)Nc1ccccc1Br)C(=O)COc1cccc2c1OC(C)(C)C2	-1.3	20	-1.9	-3	-3	-2	-3.7	1	-1.4	-20
COc1ccc(NC(=S)NCc2ccco2)c(OC)c1	1.9	-1	-0.2	-1	0	-6	-0.8	8	5.6	1
Cn1nc(C(C)(C)C)cc1C(=O)NN1CCOCC1	0.7	-9	-0.9	0	4	5	-1.8	-4	-0.6	9
C/C(=N\NC(=O)c1c(Br)c(C)nn1C)c1cccc(NC(=O)c2ccccc2F)c1	2.6	11	1.1	11	-4	12	-2.0	28	1.3	-11
Cc1ccc(NC(=O)COC(=O)[C@H](C)NC(=O)c2ccccc2)cc1S(=O)(=O)N1CCOCC1	1.5	-2	0.8	-2	5	0	-2.0	-12	0.3	2
CC(=O)N1CCN(c2ccc(N=Cc3c(O)n(Cc4ccccc4)c(=O)[nH]c3=O)cc2)CC1	1.6	·	·	·	-4	6	-0.1	-11	·	·
Cc1cc(C(=O)CN2c3cccc4cccc(c34)S2(=O)=O)c(C)n1C	0.6	21	1.6	23	-4	3	-0.9	-31	2.3	-21
O=[N+]([O-])c1ccc(N/N=C/c2c[nH]c3ccccc23)cc1	4.2	92*	-1.4	3	1	-12	-0.3	52	3.0	-92
O=C(NC1CCCc2ccccc21)c1ccccc1Cl (stereo not drawn)	3.9	-21	1.5	-2	·	-14	-2.2	0	1.9	21
COc1cccc(-n2nc(C(=O)N3CCN(Cc4ccccc4)CC3)c3ccccc3c2=O)c1	1.7	-13	-3.8	-1	-8	10	-0.5	-9	0.2	13
N#CCCn1ncn(-c2ccccc2)c1=S	2.4	-14	-0.5	0	-1	-4	-0.1	-1	2.6	14
Cc1ccc(Cn2c(C(C)Nc3nc(C)cs3)nc3cc(Cl)c(Cl)cc32)cc1 (stereo not drawn)	0.3	·	-0.1	-4	·	·	·	·	5.0	·
Cc1nn(-c2ccccc2)c(=O)c2ccccc12	0.2	17	0.8	0	-4	-6	-1.1	-1	0.0	-17
CC(=O)c1ccc(NC(=S)NNC(=O)c2ccncc2)cc1	2.1	-22	0.0	-3	-3	-5	-2.5	11	3.3	22
CCc1ccccc1NC(=O)CCNC(=O)Cn1ccc2ccccc2c1=O	0.5	-8	1.8	0	3	0	-1.4	1	2.5	8
CCCNS(=O)(=O)c1ccc(NC(=O)Cc2cccs2)cc1	3.4	-17	2.7	·	·	13	-0.6	16	1.6	17
CCCNc1c(NS(=O)(=O)c2ccc(Br)cc2)c(=O)oc2ccccc12	2.3	-21	0.3	-1	-3	2	-2.5	3	1.1	21
O=C(CN1CCC(O)(c2ccc3c(c2)OCO3)CC1)N1CCOCC1	1.2	-41	-2.4	·	-11	-4	-1.9	9	-2.5	41
Cc1cc(C)c2c(N)c(C(=O)c3ccccc3Cl)sc2n1	2.2	5	0.7	0	·	11	-0.1	-5	-2.3	-5
COc1ccc(C(=O)n2c(-c3ccco3)nc3ccccc32)cc1	0.2	20	-0.1	6	-4	12	-3.4	11	1.7	-20
COc1ccc2oc(=O)c(-c3csc(Nc4ccc(O)cc4)n3)cc2c1	3.4	84*	1.0	-11	1	1	-2.6	9	2.3	-84
O=C(Nc1cccc(O)c1)c1noc2c1CCCCC2	1.4	-2	0.7	7	-1	-6	-2.8	-32	-1.2	2
O=C1Nc2ncccc2OC1CCO (stereo not drawn)	3.8	-16	-1.8	3	·	-4	-0.6	·	-1.6	16
Cc1ccc(S(=O)(=O)/N=C(/c2ccccc2)N2CCOCC2)c(C)c1	2.7	-1	-1.3	0	6	-1	-0.3	7	0.7	1
O=S(=O)(c1ccc(F)cc1)N1CCC(n2cnc3ccccc32)CC1	2.6	-8	-0.3	-2	-4	-3	-2.7	19	1.8	8
COc1ccc(S(=O)(=O)NCCc2ccccc2)cc1	4.4	-4	-0.9	·	-4	7	-1.2	-3	-0.2	·
Cc1ccc(S(=O)(=O)N2[C@@H](c3cccc4ccccc34)C(C(=O)O)=C[C@H]2C(C)(C)C)cc1	3.6	-9	-2.0	-2	4	1	0.6	14	-0.2	9
CCOC(=O)N1CCN(C(=O)c2cc(S(=O)(=O)N3CCc4ccccc43)ccc2OC)CC1	3.5	-15	-1.0	-2	-3	-8	-1.7	9	-0.5	15
CC(C)CNC(=S)N(CCCN(C)C)Cc1cc2cc3c(cc2[nH]c1=O)OCCO3	-2.0	-8	-2.3	0	-4	-5	-0.6	-6	-0.9	8
Cc1ccc(/C=C/C(=O)Nc2cc(S(N)(=O)=O)ccc2O)cc1	2.8	-2	0.1	2	-4	-4	-3.0	5	1.2	2
O=C(O)CCCCCN1C(=O)/C(=C\c2ccncc2)SC1=S	-1.2	-20	3.4	·	-4	-7	-3.5	-8	4.0	20
Cc1n[nH]c(C)c1SCC(=O)Nc1ccc(F)cc1	2.7	3	-0.8	-1	-4	6	-0.7	-6	-1.7	-3
COc1ccc(/C=N/NC(=O)c2cc[n+]([O-])cc2)cc1	2.4	·	3.7	-4	·	-5	-0.1	-2	-1.0	·
COc1ccc(C(CC(=O)N2CCCC2)c2ccc(F)cc2)cc1 (stereo not drawn)	-0.5	4	-1.0	0	-2	-2	-0.4	-8	-0.2	-4
O=C(NC1CCCCCC1)C(=S)N1CCOCC1	1.7	4	0.9	0	0	1	-0.2	1	1.1	-4
COC(=O)COn1c(-n2nc(C)cc2C)nc2ccccc2c1=O	-1.9	-10	-6.6	-5	-9	-3	-0.4	6	-4.7	10
CCC1OC2(C)OC(=N)C1(C#N)C(C#N)(C#N)C2c1ccccc1 (stereo not drawn)	3.0	-15	1.8	-4	-4	3	-0.6	2	1.6	15
CC(C)=CCN1CCN(Cc2cccn2-c2ccccn2)CC1CCO (stereo not drawn)	-1.2	-15	-2.3	-1	7	-3	-1.0	12	1.9	15
CN(C(=O)COC(=O)Cc1ccccc1[N+](=O)[O-])C1CCS(=O)(=O)C1 (stereo not drawn)	0.6	-4	0.3	-1	-5	-4	-1.5	-8	1.2	4
C=CC[N+](C)(C)CCCNC(=O)/C=N/O	3.4	-14	3.3	-2	-1	27	0.0	-15	2.1	14
COc1cc(S(=O)(=O)N2CCCC2)c(C)cc1C	3.9	1	0.0	·	1	11	-0.7	4	2.4	-1
O=C(NCCS(=O)(=O)NCc1ccccc1)c1ccccc1	6.1	-3	0.3	-4	·	1	-0.6	3	1.4	3
COC(=O)c1ccc(CN2C(=O)NC(CC(C)C)C2=O)cc1 (stereo not drawn)	3.0	-10	3.2	1	-2	-5	-1.7	3	0.4	10
COc1ccc(CCC(C)N2CCC(Oc3ccc(C(=O)N4CCCC4)cc3)CC2)cc1 (stereo not drawn)	4.0	19	0.4	7	-2	5	-1.5	-7	1.5	-19
CCSc1nnc(NC(=O)C2CCCCC2C(=O)O)s1 (stereo not drawn)	0.9	-15	1.1	6	3	-4	0.2	11	3.5	15
CCOc1ccccc1NC(=O)Cn1c(-c2ccc(Cl)cc2)noc1=O	3.8	35	2.1	-3	-1	-1	-3.0	-1	1.4	-35

The last four entries of the section above open the next one:
SMILES	phage Ecoli inh	SR-BI HDL uptake	E coli growth	Wnt act	CAL PDZ FP-1	Tat transport	CAL PDZ FP-2	MITF TRPM1 HTS	AddAB inh	SR-BI DiI-HDL act
COC(=O)c1ccc(CN2C(=O)NC(CC(C)C)C2=O)cc1 (stereo not drawn)	3.0	-10	3.2	1	-2	-5	-1.7	3	0.4	10
COc1ccc(CCC(C)N2CCC(Oc3ccc(C(=O)N4CCCC4)cc3)CC2)cc1 (stereo not drawn)	4.0	19	0.4	7	-2	5	-1.5	-7	1.5	-19
CCSc1nnc(NC(=O)C2CCCCC2C(=O)O)s1 (stereo not drawn)	0.9	-15	1.1	6	3	-4	0.2	11	3.5	15
CCOc1ccccc1NC(=O)Cn1c(-c2ccc(Cl)cc2)noc1=O	3.8	35	2.1	-3	-1	-1	-3.0	-1	1.4	-35
CC(C)Oc1ccc(S(=O)(=O)N2CCOCC2)cc1NC(=O)C1CCC1	4.5	-25	1.8	-3	-4	0	1.2	0	-0.6	25
Cc1sc2ncnc(N=Nc3c(O)[nH]c4ccccc34)c2c1C	2.8	-11	-3.0	10	-6	-9	-0.6	24	-1.5	11
Cc1c(NC(=S)NC(=O)c2ccco2)cccc1-c1nc2ncccc2o1	4.3	-1	1.1	4	-5	-1	-0.5	-6	4.9	1
CC(C)=CC(=O)Nc1nnc(-c2cccnc2)s1	3.8	0	-2.4	9	3	11	-2.4	35	1.9	0
CCOc1cc(/C=C2\SC(N3CCCC(C)C3)=NC2=O)ccc1O (stereo not drawn)	-1.6	27	·	1	-1	-3	-0.5	11	·	-27
Cc1ccc(C(=O)NC(=S)NCC2CCCO2)cc1[N+](=O)[O-] (stereo not drawn)	1.3	-6	1.5	-2	·	-12	0.2	3	-1.3	6

Compounds as they come (roughly 3.6% active in at least one column).
